Screening data as filed in PubChem.
NCI-60 one-dose screen, 48 h, at 10 µM unless noted. Numbers give growth in % (100 = growth as untreated, 0 = no growth, -100 = all killed).
U251 = U251 CNS tumor cells. 80,000 compounds, 5.4% hits
SF-539 = SF-539 CNS cancer; 81,000 compounds, 6.8% hits
SF-295 = SF-295 CNS cancer cells; 79,000 compounds, 5.6% hits
SNB-19 = SNB-19 CNS cancer cells; 81,000 compounds, 2.5% hits
CAKI-1 = CAKI-1 renal cancer | AID 1794772 | 75,000 compounds, 4.7% hits
SNB-75 = SNB-75 CNS cancer. 79,000 compounds, 5% hits. AID 1794750
SF-268 = SF-268 CNS cancer cells. AID 1794759. 82,000 compounds, 3.1% hits
A498 = A498 renal cancer cells; 76,000 compounds, 5.4% hits
NCI-H23 = NCI-H23 lung cancer. 80,000 compounds, 4% hits
Numbers without * were called inactive; . = not tested or not shown; & = joins results of further samples. The calls were made as follows: active = growth percent below 10; inactive = the rest.

Values run as follows: U251	SF-539	SF-295	SNB-19	CAKI-1	SNB-75	SF-268	A498	NCI-H23
> COC(=O)c1cc([N+](=O)[O-])c(C)c(C)n1
 : 102	98	96	114	109	81	104	91	108
> CN=S(=O)(NC(=O)c1ccc(Cl)cc1Cl)c1ccc(Br)s1 (stereo not given)
 : 89	97	101	103	.	73	109	68	104
> Cc1cccc(-n2c(SCC(=O)Nc3ccc(S(=O)(=O)Nc4cc(C)on4)cc3)nc3ccccc3c2=O)c1
 : 105	102	98	93	93	79	97	110	98
> N#CC(Cc1ccccc1)c1ccccc1 (stereo not given)
 : 98	112	105	103	110	96	100	102	104
> O=C(NC1C(O)OC(CO)C(O)C1O)NS(=O)(=O)c1ccc([N+](=O)[O-])cc1 (stereo not given)
 : 115	99	103	102	95	104	99	115	105
> COc1ccc2c(c1)Oc1nc(N)c(C#N)c(N)c1C2Sc1ccc(O)cc1 (stereo not given)
 : 87	99	104	106	.	90	95	91	93
> COCCOC(=O)C1=C(C)NC(=S)N(C(C)=O)C1c1ccc2c(c1)OCO2 (stereo not given)
 : 95	98	99	99	97	83	98	85	99
> NS(=O)(=O)c1cn(-c2ccc([N+](=O)[O-])cc2[N+](=O)[O-])ccc1=O
 : 109	114	87	100	39	109	117	115	94
> CCCCCCCCCCCCc1ccc(OC(=O)OCCCC)cc1
 : 98	97	96	142	100	101	100	129	88
> O=C(Nc1ccc2c(ccn2C(=O)c2cccc(F)c2)c1)c1cccnc1
 : 110	101	89	101	41	77	92	59	99
> COc1cc(/C=N\Nc2ccccc2[N+](=O)[O-])cc(OC)c1OC
 : 77	96	98	96	104	93	.	121	94
> Fc1cccc(-n2ncc3c(Nc4ccc(-c5nnc(Nc6ccccc6)s5)cc4)ncnc32)c1
 : 96	97	104	108	89	87	98	92	114
> Cc1ccccc1C(C(=O)Cl)(c1ccccc1)c1ccccc1C
 : 74	103	75	94	84	85	91	84	96
> COc1cc(C2NC(=O)NC(C)=C2C(=O)OC(C)C)ccc1O (stereo not given)
 : 102	97	96	101	99	161	106	117	102
> O=C(O)c1cn(C2CC2)c2cc(N3CCN(Cc4n[nH]c(=S)n4-c4ccccc4)CC3)c(F)cc2c1=O
 : 106	103	103	97	.	98	98	104	94
> O=C(CCN1CCC2CCC(C2)C1)c1ccccc1 (stereo not given)
 : 106&106	102&99	95&87	108&102	103&98	109&97	105&113	88&105	107&107
> CC(C)Nc1ccncc1CO
 : 100	100	105	92	.	104	103	98	105
> C[C@]12C/C(=C/O)C(=O)C[C@@H]1CC[C@@H]1[C@@H]2CC[C@]2(C)OC(=O)/C(=C\O)C[C@@H]12
 : 92	93	98	92	93	78	94	87	103
> CC(C)C(=O)c1ccc(Cl)s1
 : 99	107	99	.	107	81	102	80	103
> CCS(=O)(=O)C1C(=O)N(C)C(S(=O)(=O)CC)C(=O)N1C (stereo not given)
 : 96	98	98	107	100	116	100	78	103
> CCCn1ccnc1C(O)c1ccc(OCc2ccccc2)c(OC)c1 (stereo not given)
 : 87	93	76	83	75	71	93	102	91
> CC(C)(Cl)C(=O)Oc1c(Cl)cc(Cl)cc1Cl
 : 98	95	103	111	99	114	114	106	108
> COc1ccc2c(c1)O/C(=C\c1ccccc1O)C2=O
 : 100	101	103	95	98	100	96	78	92
> O=c1/c(=C/c2ccc(Cl)cc2Cl)sc2nc(-c3ccccc3)nn12
 : 103	121	118	103	117	116	107	112	102
> C=CCNc1ncnc2nc[nH]c12
 : 94	100	98	98	101	96	103	75	99
> CC/C=C/C(C(=O)OCC)(C(=O)OCC)C(C)CC (stereo not given)
 : 103	102	109	103	99	98	99	106	98
> COc1cc(C2=NOC(c3ccc(N(C)C)cc3)C2)cc(OC)c1OC (stereo not given)
 : 96	92	87	106	81	101	118	79	92
> O=C(Cn1cc(CSc2nc3ccccc3o2)nn1)Nc1cccc(Cl)c1
 : 97	104	94	100	91	84	90	108	104
> Cn1c([N+](=O)[O-])cnc1/C=C1\Oc2ccccc2C1=O
 : -13*	-43*	-1.9*	-17*	-23*	44	-49*	-3.2*	-18*
> O=c1[nH]c(=S)[nH]c(O)c1/C=C1\C=Nc2ccccc21
 : 24	94	43	.	27	72	70	.	82
> Cc1cc(=O)[nH]c(N/N=C/c2ccccc2O)n1
 : 46	97	43	77	82	89	39	108	79
> CC(C)(C)OC(=O)n1cc(-c2nc(-c3c[nH]c4ncccc34)cs2)c2ccccc21
 : 92	100	106	99	95	91	110	92	97
> CCOC(=O)C1=C(C)N2C(=NC3=C(CCCC/C3=C\c3ccc(OC)cc3)C2c2ccc(OC)cc2)S1 (stereo not given)
 : 96	97	77	.	93	92	99	83	97
> N#CN1CC[C@H](C(=O)Nc2ncc(-c3ccccc3)s2)C1
 : 2.6*	-17*	19	12	9.7*	-44*	0.2*	-47*	-9.8*
> CC(=O)Nc1ccc(S(=O)(=O)Nc2onc(C)c2C)cc1
 : 101	106	99	105	95	103	110	115	101
> COC(=O)C1=C(C)NC(C)=C(C(=O)OC)C1c1cccc(C#N)c1
 : 101	102	99	105	93	76	110	116	102
> O=C(O)c1cn(C2CC2)c2cc(N3CCN(C(=O)CN4C(=O)S/C(=C/c5ccc(Cl)cc5)C4=O)CC3)c(F)cc2c1=O
 : 101	97	97	100	97	97	103	94	98
> C#CCOc1ccccc1/C=N/Nc1nc(-c2ccc(F)cc2)cs1
 : 93	90	105	102	87	101	98	84	79
> CC[C@]12C=CCN3CC[C@@]4(c5cc(NC(=O)CCC(=O)OCc6cn(Cc7ccc(F)cc7)nn6)c(OC)cc5N(C)[C@H]4[C@@](O)(C(=O)OC)[C@@H]1OC(C)=O)[C@@H]32
 : 101	97	103	99	90	97	96	109	97
> OC1OC(COC(c2ccccc2)(c2ccccc2)c2ccccc2)C(O)C(O)C1O (stereo not given)
 : 91	102	97	.	97	72	98	94	98
> CN(C)CCS(=O)(=O)Nc1cc(-c2ccc3ncc(C#N)c(Nc4ccc(F)c(Cl)c4)c3c2)cnc1Cl
 : -46*	-36*	-19*	-67*	-42*	-21*	-41*	-50*	-28*
> O=C(N/N=C/c1ccc(Cl)cc1Cl)c1ccccc1SSc1ccccc1C(=O)N/N=C/c1ccc(Cl)cc1Cl
 : 96	92	102	97	103	97	103	105	92
> NNC(=O)CNC(=O)c1ccccc1I
 : 91	99	96	98	101	105	94	100	110
> Cc1ccc(S(=O)(=O)NCCNc2nc(Nc3ccc(N4CCN(C)CC4)cc3)nc3ccsc23)cc1
 : 91	95	98	104	75	68	75	110	100
> NC(N)=N/N=C/c1ccccc1C(=O)O
 : 114	105	99	107	104	104	103	104	103
> O=C(O)C1C(c2ccccc2)=C1c1ccccc1
 : 101	96	95	94	92	90	100	105	104
> C=C(C)C(=O)OCC(O)C[N+](C)(C)C (stereo not given)
 : 102	88	100	111	103	96	101	106	91
> Cc1ccccc1-c1nc(SCC(=O)N2CCN(c3ccccc3)CC2)n[nH]1
 : .	104	57	102	100	99	106	96	103
> CCS(=O)(=O)c1ccc(OC)c(N)c1
 : 95	93	117	98	105	98	95	122	101
> COC(=O)Cc1cc(O)cc2oc(-c3ccc(O)c(OC)c3)cc(=O)c12
 : 96	92	.	102	107	84	93	90	106
> CCCCNC(=O)Oc1ccc(/C(=C(/C)Cc2ccc(OC)cc2)c2ccc(OCCN3CCCCCC3)cc2)cc1
 : 63	95	92	86	84	79	83	98	85
> NS(=O)(=O)c1ccc(CCNC(=O)Nc2nc3ccccc3s2)cc1
 : 100	95	98	95	88	83	97	99	96
> NC(=O)NC(=O)NC(=O)c1ccccc1
 : 103	103	117	105	101	.	102	87	88
> CNc1ncnc2c1ncn2-c1ccccc1
 : 90	83	114	91	108	88	106	.	102
> O=C1SC2=Nc3c(sc4ccc(Cl)cc34)C(c3ccc4ccccc4c3)N2C1=O (stereo not given)
 : 102	94	103	97	70	94	87	88	79
> CCOC(=O)c1[nH]c2ccccc2c1Cl
 : 95	95	79	88	77	95	102	92	88
> O=[N+]([O-])c1cc2c(c([N+](=O)[O-])c1)Nc1ccccc1O2
 : 50	88	.	71	58	75	67	21	34
> CCOC(=O)C1CCC(=O)C1 (stereo not given)
 : 107	103	106	103	97	89	109	94	101
> Cn1c(SCC(=O)Nc2ccc(-c3nc4ccccc4[nH]3)cc2)nc2ccccc2c1=O
 : 107	97	80	96	96	100	98	.	.
> O=NN(CC(=O)O)Cc1ccc(Cl)cc1
 : 102	103	99	99	94	123	107	116	96

Reprinted at random: 2 compounds from above, in no set order.
Values run as follows: U251	SF-539	SF-295	SNB-19	CAKI-1	SNB-75	SF-268	A498	NCI-H23
> COC(=O)Cc1cc(O)cc2oc(-c3ccc(O)c(OC)c3)cc(=O)c12
 : 96	92	.	102	107	84	93	90	106
> Cc1ccccc1-c1nc(SCC(=O)N2CCN(c3ccccc3)CC2)n[nH]1
 : .	104	57	102	100	99	106	96	103

Carrying on.
Values run as follows: U251	SF-539	SF-295	SNB-19	CAKI-1	SNB-75	SF-268	A498	NCI-H23
> COc1cc(/C=C/C(=O)c2ccc(Cl)cc2)ccc1Oc1nc2c(c(=O)n(C)c(=O)n2C)n1C
 : 87	108	100	93	98	92	106	97	95
> NS(=O)(=O)c1ccc(CCN2C(=O)/C(=C\c3ccc(Cl)cc3)C=C2c2ccc(Oc3ccccc3)cc2)cc1
 : 75	98	77	80	.	78	83	81	84
> O=C(CCl)Nc1ccc(NC(=O)c2ccccc2-c2ccccc2C(=O)O)cc1
 : 104	117	124	96	101	83	104	107	103
> COc1cc(C2C(C#N)=C(N)N(c3ccc(OC(F)(F)F)cc3)C3=C2C(=O)CC(C)(C)C3)cc(OC)c1O (stereo not given)
 : 98	95	99	94	92	86	98	100	100
> CCC(C)NC(=S)Nc1ccccc1 (stereo not given)
 : 103	95	115	106	102	93	119	88	100
> CC(Br)C(OC(=O)C(Cl)(Cl)Cl)c1cc2c(cc1Br)OCO2 (stereo not given)
 : 94	94	97	107	86	82	99	102	93
> c1ccc(C(=C(c2ccc(OCCN3CCCC3)cc2)c2ccc(OCCN3CCCC3)cc2)C2CCCC2)cc1
 : 81	90	94	90	96	77	96	100	88
> COc1ccccc1-c1cc(-c2cc3ccccc3oc2=O)nc(N)n1
 : 98	104	114	89	90	.	90	119	94
> Cc1sc2c(c1C)c(=O)nc1c(-c3nc(-c4ccc(F)cc4)no3)n[nH]n12
 : 102	94	98	101	93	86	103	99	.
> CNC(=O)c1cc(N2CCc3cc(NC(=O)c4cccc(C(F)(F)F)c4)ccc32)ccn1
 : 93	93	103	101	102	110	108	75	.
> Cc1ccc(C(=O)O)c(=O)[nH]1
 : 88	107	120	102	107	90	96	102	110
> Cc1ccc(COc2ccc(NC(=O)Nc3ccccc3)cc2)cc1
 : 93	102	121	98	93	87	89	105	.
> O=C(NCCCOC(=O)c1ccccc1)c1ccccc1
 : 93	90	116	107	96	94	115	115	102
> CC1CCCCN1C(=S)Nc1ccc(S(=O)(=O)N2CCCCC2)cc1 (stereo not given)
 : 96	97	79	109	76	129	97	71	104
> Cc1onc(-c2c(Cl)cccc2Cl)c1C(=O)N[C@@H]1C(=O)N2[C@@H]1SC(C)(C)[C@@H]2C(=O)O
 : 90	108	97	95	94	92	97	116	101
> O=C1c2ccccc2CCC1[n+]1ccc2ccccc2c1 (stereo not given)
 : 103	101	101	107	97	76	89	126	94
> COc1c(NC[C@H]2OC(O)[C@H](O)[C@@H](O)[C@@H]2O)c(=O)c1=O (stereo not given in full)
 : 95	94	107	109	.	71	102	73	97
> CCc1ccc(NC(=O)N[C@@H](Cc2cccc(F)c2)C(=O)N[C@@H]2C(=O)N3CCC[C@H]3C(=O)N3CCCC[C@H]3C(=O)N[C@@H](C)C(=O)N3C[C@H](C)C[C@H]3C(=O)O[C@H]2C)c(F)c1
 : 31	30	4.2*	27	18	21	35	.	32
> COc1cccc(CC(=O)O)c1OC
 : 103	126	100	102	100	94	98	103	96
> CN(Cc1ccccc1)c1nc(Cl)c(C2CC(c3ccc(Cl)cc3)=NN2C=O)s1 (stereo not given)
 : 99	104	94	102	85	93	95	107	86
> CS(=O)(=O)NCCSc1nc(-c2ccccc2)c(C#N)c(=O)[nH]1
 : 96	97	106	98	89	86	99	103	108
> c1cc2[nH]ncc2cc1-c1nc2ccc3[nH]ncc3c2c2c1CCCC2
 : 16	-7.8*	19	24	9.5*	-3.3*	25	-1.4*	13
> N#CC(=C=N)C(=C(C#N)C#N)c1ccncc1
 : 95	101	102	107	96	93	105	116	99
> CCOC(=O)c1ccc(C(=N)N)cc1
 : 100	105	101	113	98	100	104	99	99
> O=C(O)CCCCCN1C(=O)NC2(C1=O)c1ccccc1-c1ccccc12
 : 92	97	89	105	96	94	93	76	95
> CCOC(=O)C1N(Cc2ccccc2)C(=O)c2c(Cl)cc(Cl)cc2N2CCC(=O)C12C(=O)OCC (stereo not given)
 : 108	98	72	91	88	125	108	97	100
> Nc1ccc(Sc2ccc([N+](=O)[O-])cc2)cc1
 : 85	95	.	104	.	69	82	95	95

Grouped by structure: the entries above with an aryl thioether with sulfur outside any ring.
Values run as follows: U251	SF-539	SF-295	SNB-19	CAKI-1	SNB-75	SF-268	A498	NCI-H23
> Cc1cccc(-n2c(SCC(=O)Nc3ccc(S(=O)(=O)Nc4cc(C)on4)cc3)nc3ccccc3c2=O)c1
 : 105	102	98	93	93	79	97	110	98
> COc1ccc2c(c1)Oc1nc(N)c(C#N)c(N)c1C2Sc1ccc(O)cc1 (stereo not given)
 : 87	99	104	106	.	90	95	91	93
> O=C(Cn1cc(CSc2nc3ccccc3o2)nn1)Nc1cccc(Cl)c1
 : 97	104	94	100	91	84	90	108	104
> Cc1ccccc1-c1nc(SCC(=O)N2CCN(c3ccccc3)CC2)n[nH]1
 : .	104	57	102	100	99	106	96	103
> Cn1c(SCC(=O)Nc2ccc(-c3nc4ccccc4[nH]3)cc2)nc2ccccc2c1=O
 : 107	97	80	96	96	100	98	.	.
> CS(=O)(=O)NCCSc1nc(-c2ccccc2)c(C#N)c(=O)[nH]1
 : 96	97	106	98	89	86	99	103	108
> Nc1ccc(Sc2ccc([N+](=O)[O-])cc2)cc1
 : 85	95	.	104	.	69	82	95	95
